Screens deposited in PubChem by several laboratories.
SSB-PriA inh: inhibitors of Klebsiella pneumoniae PriA binding to SSB C-terminal tail, primary screen, biochemical, AlphaScreen | inhibition, % at 33 µM | PriA–SSB C-terminal tail interaction (Klebsiella pneumoniae) | AlphaScreen SSBct-PriA binding, biotinylated peptide | 0.6% of 430,000 active; in the data active means inhibition mostly above about 37%, no sharp cut-off; inactive means mostly below about 20%;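 further: plate controls were negative control peptide for no effect and reference peptide for full effect; strong numbers were not always called active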
BoNT F protease: BoNT/F light chain protease inhibitors, primary screen, biochemical, flow cytometry, MLPCN library; AID 588497, 2011; 0.22% of 360,000 active; inhibition, % at 10 µM; Multiplex microsphere protease cleavage assay; in the data active means inhibition above about 35%, passing the limit was not always enough; inconclusive means no clear call, values can overlap the other calls; further: plate controls were buffer without enzyme for full effect and enzyme alone for no effect
VHR inh abs: VHR1 phosphatase inhibitors, primary screen, biochemical, absorbance, uHTS; 0.52% of 290,000 active; inhibition, % at 13.3 µM; Dual specificity protein phosphatase 3 (Homo sapiens), P51452; recombinant VHR phosphatase, pNPP absorbance; AID 1654, 2009; in the data active means inhibition above about 50%; further: some compounds called inactive have numbers as strong as hits
MazF activator: activators of E. coli MazEF toxin-antitoxin RNase, primary screen, biochemical, fluorescence, uHTS | Endoribonuclease toxin MazF (Escherichia coli (strain K12)), P0AE70 | FAM/BHQ RNA-DNA oligo cleavage fluorescence, 5 h | activation, % at 20 µM | 0.32% of 350,000 active; in the data active means activation above about 50%
Target sequence (P0AE70 whole entry, looked up): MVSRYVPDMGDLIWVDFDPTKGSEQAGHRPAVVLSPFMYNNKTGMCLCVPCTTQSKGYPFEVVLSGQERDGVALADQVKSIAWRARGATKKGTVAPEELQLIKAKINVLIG
CCHF vOTU inh: CCHFV vOTU protease inhibitors, primary screen, biochemical, Pep-AMC substrate, fluorescence; Crimean-Congo hemorrhagic fever virus L polyprotein viral ovarian tumor (vOTU) protease …; inhibition, % at 11.5 µM; 0.55% of 370,000 active; in the data active means inhibition above about 30%; further: 0% = vehicle wells with enzyme and 100% = no enzyme wells
Anthrax LF inh2: Bacillus anthracis LF protease inhibitors, primary screen, biochemical, multiplex microsphere, MLPCN library; AID 588501, 2011; inhibition, % at 10 µM; Lethal factor (Bacillus anthracis), P15917; 0.12% of 360,000 active; multiplex microsphere protease cleavage assay; further: plate controls were buffer without enzyme for full effect and enzyme alone for no effect
Target sequence (P15917 whole entry, looked up): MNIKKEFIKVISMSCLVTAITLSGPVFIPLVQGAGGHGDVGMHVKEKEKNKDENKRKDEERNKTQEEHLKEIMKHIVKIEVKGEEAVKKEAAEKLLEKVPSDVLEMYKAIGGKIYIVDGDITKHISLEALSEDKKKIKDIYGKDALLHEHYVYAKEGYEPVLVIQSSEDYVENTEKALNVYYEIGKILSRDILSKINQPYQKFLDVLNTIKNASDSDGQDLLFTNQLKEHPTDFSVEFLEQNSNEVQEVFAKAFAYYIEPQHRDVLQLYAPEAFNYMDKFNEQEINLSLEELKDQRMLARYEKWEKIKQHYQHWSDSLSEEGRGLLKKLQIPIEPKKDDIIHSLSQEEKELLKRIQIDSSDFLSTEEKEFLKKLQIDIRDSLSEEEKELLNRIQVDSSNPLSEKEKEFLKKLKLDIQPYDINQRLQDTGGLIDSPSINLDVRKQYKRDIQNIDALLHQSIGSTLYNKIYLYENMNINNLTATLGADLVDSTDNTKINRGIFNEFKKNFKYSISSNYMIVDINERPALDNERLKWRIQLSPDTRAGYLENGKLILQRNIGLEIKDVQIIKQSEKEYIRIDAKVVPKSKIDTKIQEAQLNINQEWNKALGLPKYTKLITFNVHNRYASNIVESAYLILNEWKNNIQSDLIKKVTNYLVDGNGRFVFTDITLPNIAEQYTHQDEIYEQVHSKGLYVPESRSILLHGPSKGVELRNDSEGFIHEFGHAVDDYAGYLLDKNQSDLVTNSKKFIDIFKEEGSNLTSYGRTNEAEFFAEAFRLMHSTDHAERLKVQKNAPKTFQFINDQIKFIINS
Rv3671c inh: Rv3671c serine protease inhibitors, primary screen, biochemical, fluorescence polarization, M. tuberculosis H37Rv; P9WHR9; inhibition, % at 5.96 µM; AID 2606, 2010; 0.048% of 320,000 active; in the data active means inhibition above about 38%;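 further: extracellular domain of Rv3671c used as enzyme; 0% = enzyme with DMSO and 100% = no enzyme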
BoNT A protease: BoNT/A light chain protease inhibitors, primary screen, biochemical, flow cytometry, MLPCN library; Botulinum neurotoxin type A light chain protease (Clostridium botulinum A str. ATCC 3502); multiplex microsphere protease substrate cleavage; inhibition, % at 10 µM; 0.17% of 360,000 active; further: plate controls were buffer without enzyme for full effect and enzyme alone for no effect
3CLpro inhibitor: SARS-CoV 3CLpro protease inhibitors, primary screen, biochemical, quenched FRET. Replicase polyprotein 1ab (Severe acute respiratory syndrome coronavirus), P0C6X7. recombinant SARS-CoV 3CLpro, quenched FRET peptide cleavage. inhibition, % at 6 µM. 0.14% of 290,000 active. AID 1706, 2009; in the data active means inhibition above about 12%
PrPC surface inh: inhibitors of human cell surface prion protein PrPC, primary screen, cell-based, TR-FRET. TR-FRET read-out. AID 720596, 2013. inhibition, % at 13.8 µM. Major prion protein (Homo sapiens), P04156. 0.43% of 370,000 active; in the data active means inhibition above about 24%; further: 0% = median of the test wells and 100% = reference compound wells
* hit, by the source's call; ? = inconclusive; . = no result given. Unless noted, no stated cut-off is given here; in the data, active means inhibition above about 30%; inconclusive means no clear call, values can overlap the other calls; inactive means below that. Only part of the results is shown. The share of hits here may be higher or lower than overall.

SMILES | SSB-PriA inh | BoNT F protease | VHR inh abs | MazF activator | CCHF vOTU inh | Anthrax LF inh2 | Rv3671c inh | BoNT A protease | 3CLpro inhibitor | PrPC surface inh
O=C(Nc1ccc(N2CCOCC2)c(Cl)c1)c1cccnc1Cl | -15 | -4 | -14 | 0 | 11 | 0 | -1 | -0.9 | 5 | 0
CCOc1ccccc1NC(=S)NC1CC2CCC1C2 (centres undefined) | -9 | -28 | 20 | -2 | . | -17 | -11 | -3.4 | 6 | .
Nc1nc(Cl)nc2ccc(Br)cc12 | -9 | -5 | 3 | 6 | 3 | -2 | -13 | 0.5 | 3 | 16
Cc1cc(C)cc(NC(=O)C(Sc2ncnc3ccccc23)c2ccccc2)c1 (centres undefined) | 2 | 1 | 5 | -13 | -14 | 4 | -27 | 0.1 | 6 | -2
COc1cc(/C=N/NC2=NCCCCC2)ccc1O | . | 0 | -8 | 1 | -4 | -5 | -3 | 0.9 | -2 | 2
CC(=O)N1CCN(CC(=O)Nc2ccc(C#N)c(Cl)c2)CC1 | 0 | 5 | 2 | 3 | 13 | -2 | 7 | -0.4 | 0 | 1
CC1=C(C(=O)N(C(C)C)C(C)C)CC(CC(=O)NC2CC2)C(=O)N1Cc1ccc(F)cc1 (centres undefined) | . | -6 | . | . | 1 | 2 | . | -0.5 | . | 7
O=C(CSc1nc2cccnc2n1Cc1ccccc1)N1CCCC1 | -8 | 3 | 20 | 3 | -13 | -1 | 5 | 0.2 | 1 | -3
CCOC(=O)c1ccc(N2CN=C3SCC(=O)N3C2)cc1 | 3 | -3 | 21 | -7 | -2 | 0 | -6 | ? | -1 | 9
O=C1ON=C(c2ccccc2)/C1=C\c1ccco1 | -5 | ? | 17 | -4 | 1 | 9 | -1 | 2.2 | 2 | -7
CC1CC(C)CN(C(=O)c2ccc3nc[nH]c3c2)C1 (centres undefined) | -1 | 1 | 14 | 0 | -6 | 2 | -8 | 0.4 | -4 | 4
COc1ccc(C=O)cc1 | 4 | -6 | . | 0 | . | 1 | 5 | 0.0 | . | .
CCOC(=O)c1sc(NC(=O)Nc2cccc(Cl)c2)cc1C | 3 | 6 | 11 | 16 | 30* | 2 | 18 | 1.8 | -1 | 22
Cc1cc(OCC(O)CN2CCN(c3ccccn3)CC2)cc(C)c1Cl (centres undefined) | -7 | . | -4 | 2 | 5 | . | -5 | . | -3 | 8
O=C1CSC(c2cccnc2)N1C1CCCCC1 (centres undefined) | -11 | -8 | 41 | 1 | 16 | -1 | -5 | 1.2 | -7 | 0
CCNC(=S)Nc1ccc2cn[nH]c2c1 | 4 | -2 | 6 | 9 | -8 | -6 | -2 | -0.8 | 1 | 9
CCS(=O)(=O)Nc1ccc(-c2nnc(SCC(=O)c3ccc(NC(C)=O)c(OC)c3)o2)cc1 | 4 | 5 | 22 | -19 | 9 | -4 | -3 | 0.1 | -2 | -7
CCn1c(SCC(=O)NCc2ccccc2)nc2ccccc2c1=O | -12 | 0 | 17 | -10 | 0 | 0 | -3 | 0.4 | 1 | 2
Cc1ncc(CN2CCCC(CCC(=O)NCc3ccccc3F)C2)s1 (centres undefined) | -9 | 0 | 28 | 1 | -1 | -1 | 0 | 0.0 | 1 | 8
Cc1cc(C)nc(SCc2ccc(Br)cc2)n1 | -77 | 7 | 34 | -13 | -5 | 8 | -2 | 1.2 | 2 | 7
CN(/C(=N/S(=O)(=O)c1cccs1)c1ccccc1)c1ccc(O)cc1 | . | 10 | 26 | 0 | 18 | 3 | -3 | -0.1 | 4 | 11
Cn1c(=O)c2c(nc(CN3CCCCC3)n2Cc2c(F)cccc2Cl)n(C)c1=O | -4 | -4 | 3 | 9 | -3 | 3 | 0 | -0.4 | 0 | 1
Clc1ccc(-c2nc(N3CCOCC3)nc3ccccc23)cc1 | -3 | ? | -2 | 13 | -2 | 9 | 0 | 3.3 | -1 | -1
Cc1nc2cc(F)ccc2n1C1CCN(C(=O)c2c(F)cccc2F)CC1 | -13 | -3 | 18 | -1 | -9 | -6 | 3 | -0.1 | 0 | 4
CSC1=NC(C)(C)CC2(C)Nc3ccccc3N12 (centres undefined) | 17 | -2 | -14 | 4 | -1 | -5 | 5 | -0.3 | 0 | -1
CCOC(=O)N1CCC(N(CCN(C)C)C(=S)Nc2cccc(SC)c2)CC1 | -2 | -1 | 4 | 5 | -5 | 0 | -4 | -0.6 | -2 | 6
O=C(Nc1nc2ccccc2s1)NC1CCCCC1 | -1 | -12 | -8 | 2 | 13 | -1 | -5 | -0.7 | 1 | -2
CCN(CC)CCNC(=O)CSc1c2c(nc3cc(Cl)ccc13)CCCC2 | -1 | -1 | 14 | 9 | 3 | 2 | -10 | 0.7 | -1 | 9
COC(=O)c1cc(S(=O)(=O)N2CCCCCC2)cn1C | 5 | -1 | 12 | 8 | -13 | 0 | 2 | -0.3 | -3 | 1
c1ccc(Nc2c(-c3ccco3)nc3ccccn23)cc1 | 24 | -9 | -7 | 0 | -81 | -2 | 2 | -0.4 | -3 | 9
O=S(=O)(Nc1ccc(N2CCOCC2)cc1)c1cc(Cl)ccc1Cl | 15 | 0 | -15 | 2 | 4 | -10 | -5 | 0.5 | -2 | -6
NC(=O)c1ccc(CN2CCC(Cc3ccccc3)CC2)cc1 | 8 | 4 | 17 | -6 | 12 | 1 | 5 | 0.3 | 0 | -9
CCCOC(=O)c1ccc(Nc2nc(C)cc(=O)[nH]2)cc1 | -10 | -3 | 30 | -2 | 1 | 5 | 0 | -0.5 | -2 | 2
C=CCOc1ccc(/C=C/C(=O)OCC(=O)N(C)C2CCS(=O)(=O)C2)cc1 (centres undefined) | -9 | 7 | 10 | -5 | 3 | -1 | 5 | 1.0 | 1 | 2
CN(c1ncc(C(F)(F)F)cc1Cl)N1C(=O)c2cccc(N)c2C1=O | -15 | 2 | 1 | -25 | -6 | -7 | 2 | 3.8 | 0 | -7
CCCC#Cc1ccc2c(c1)O[C@@H](CN(C)Cc1ccc3c(c1)OCO3)[C@H](C)CN([C@@H](C)CO)S2(=O)=O | . | -4 | . | 0 | 19 | 3 | . | -0.2 | . | -13
Cc1cc(C(=O)O)c(S(C)(=O)=O)s1 | 11 | 13 | 7 | 5 | -6 | 5 | -3 | -0.4 | -3 | -4
CC(C)(C)c1ccc(OCC(=O)NCc2ccco2)cc1 | 6 | -4 | 21 | -15 | 7 | -1 | -5 | -0.1 | 7 | 6
CC(C)n1nnnc1CN1CCN(C)CC1 | -19 | -4 | -4 | 4 | -3 | 7 | -3 | 0.8 | 2 | 2
OC[C@@H]1CN(Cc2ccco2)C[C@H](n2cnc3c(Nc4ccccc4)ncnc32)O1 | . | -11 | . | . | 8 | -1 | . | -0.5 | . | -2
O=C(C1=NNCC1c1ccc(Cl)cc1)C1CO1 (centres undefined) | 7 | 0 | -12 | 3 | 5 | 1 | . | 0.2 | -1 | 0
S=c1[nH]cnc2scc(-c3ccc(Cl)cc3)c12 | -7 | -11 | 1 | -2 | -2 | -8 | 1 | 0.0 | 5 | 2
CCOC(=O)c1cn(CC)c2c(ccc3ccccc32)c1=O | -83 | 2 | 21 | -1 | 7 | 8 | -6 | -2.6 | -4 | 6
CC(NC(=O)CNC(=O)c1ccco1)c1ccccc1 (centres undefined) | -5 | -6 | 10 | 3 | 9 | 0 | -5 | -1.0 | 1 | -2
COc1ccc(NC(=O)C[C@H]2C(=O)N(c3ccc(OC)cc3)C[C@@H]2C)cc1 | . | 10 | . | 0 | 6 | 1 | . | 0.4 | . | 2
O=C(Cc1ccccc1)N1CCN(Cc2c[nH]c3ccccc23)CC1 | -8 | 3 | 0 | 2 | -7 | -10 | 1 | -0.6 | 3 | -2
Cc1ccc(N/C=C(\C2OC(=O)c3ccccc32)[N+](=O)[O-])c(C)c1 (centres undefined) | -2 | 8 | -16 | 9 | -15 | -2 | -4 | -0.4 | 2 | -7
CCN(C(=O)CN1C(=O)CN(C)C1=O)c1cccc2ccccc12 | -4 | -10 | . | 11 | 4 | 0 | 8 | -0.2 | . | -2
O=C(Cc1ccc(S(=O)(=O)N2CCOCC2)s1)Nc1ccccc1N1CCCC1 | -11 | ? | 27 | -14 | 18 | 4 | -8 | 9.9 | 7 | -6
COc1ccc(C)cc1NC(=O)CN1CCN(S(=O)(=O)c2ccc3ccccc3c2)CC1 | -5 | 2 | . | -14 | 1 | 3 | -8 | 1.3 | . | -7
O=C(CN1C(=O)CCSc2ccccc21)Nc1ccc(F)cc1 | -14 | -2 | 2 | 2 | 3 | -3 | 0 | 1.5 | 3 | -4
CC1(C)Cc2nc(N3CCCC3)c(C#N)cc2CO1 | -17 | -5 | 12 | -10 | -154 | 6 | -6 | 0.2 | 2 | 1
CCOC(=O)C1=C(CS(=O)(=O)c2ccccc2)NC(=O)NC1c1ccccc1 (centres undefined) | -10 | 0 | -4 | 2 | 0 | -2 | -5 | -0.9 | 4 | 5
O=C(Nc1ccc(F)c(Cl)c1)c1csc(COCCO)n1 | . | 0 | . | . | 4 | -6 | . | 0.0 | . | 6

Reformatted: entries from further up
Order of values: SSB-PriA inh, BoNT F protease, VHR inh abs, MazF activator, CCHF vOTU inh, Anthrax LF inh2, Rv3671c inh, BoNT A protease, 3CLpro inhibitor, PrPC surface inh
O=C(C1=NNCC1c1ccc(Cl)cc1)C1CO1 (centres undefined)
    7, 0, -12, 3, 5, 1, ., 0.2, -1, 0
S=c1[nH]cnc2scc(-c3ccc(Cl)cc3)c12
    -7, -11, 1, -2, -2, -8, 1, 0.0, 5, 2
CCOC(=O)c1cn(CC)c2c(ccc3ccccc32)c1=O
    -83, 2, 21, -1, 7, 8, -6, -2.6, -4, 6
CC(NC(=O)CNC(=O)c1ccco1)c1ccccc1 (centres undefined)
    -5, -6, 10, 3, 9, 0, -5, -1.0, 1, -2
COc1ccc(NC(=O)C[C@H]2C(=O)N(c3ccc(OC)cc3)C[C@@H]2C)cc1
    ., 10, ., 0, 6, 1, ., 0.4, ., 2
O=C(Cc1ccccc1)N1CCN(Cc2c[nH]c3ccccc23)CC1
    -8, 3, 0, 2, -7, -10, 1, -0.6, 3, -2
Cc1ccc(N/C=C(\C2OC(=O)c3ccccc32)[N+](=O)[O-])c(C)c1 (centres undefined)
    -2, 8, -16, 9, -15, -2, -4, -0.4, 2, -7
CCN(C(=O)CN1C(=O)CN(C)C1=O)c1cccc2ccccc12
    -4, -10, ., 11, 4, 0, 8, -0.2, ., -2
O=C(Cc1ccc(S(=O)(=O)N2CCOCC2)s1)Nc1ccccc1N1CCCC1
    -11, ?, 27, -14, 18, 4, -8, 9.9, 7, -6
COc1ccc(C)cc1NC(=O)CN1CCN(S(=O)(=O)c2ccc3ccccc3c2)CC1
    -5, 2, ., -14, 1, 3, -8, 1.3, ., -7
O=C(CN1C(=O)CCSc2ccccc21)Nc1ccc(F)cc1
    -14, -2, 2, 2, 3, -3, 0, 1.5, 3, -4
